TNAP inh no acc: human TNAP enzyme inhibitors, primary screen, biochemical, luminescent, no phosphate acceptor, uHTS | Alkaline phosphatase, tissue-nonspecific isozyme (Homo sapiens), P05186 | purified TNAP, CDP-star luminescence, 30 min | inhibition, % at 20 µM | 0.26% of 200,000 active | AID 1012, 2008;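 active means tissue-nonspecific alkaline phosphatase inhibition above about 50% at 20 µM in the single-dose screen, limit read from the data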;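 further: 0% = DMSO negative control and 100% = EDTA positive control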
TNAP act hiacc: TNAP activators at high phosphate acceptor level, primary screen, biochemical, luminescence, uHTS; Alkaline phosphatase, tissue-nonspecific isozyme (Homo sapiens), P05186; purified TNAP, CDP-star luminescence, 1 M DEA, 30 min; hits give high values; 0 = EDTA background, 1 = DMSO-only activity; AID 1136, 2008; activation factor at 20 µM; 200,000 tested, under 10 active;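 active means activation factor at least 2 at 20 µM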
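Control set: EDTA negative control, DMSO positive control / Assay system: human TNAP / Quantity: TNAP 1/800 final / Evaluation: TNAP activation factor scaled between EDTA and DMSO control wells / Measured by: luminescent substrate turnover signal / Compound dosing: one dose, 20 µM / Times: 30 min enzyme reaction at room temperature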
NF-kB expr up: activators of NF-kB expression in neurons, primary screen, cell-based, HTS; human neuronal cells, NF-kB reporter expression; hits give high values; fold change at 12.5 µM; 1.6% of 190,000 active; AID 1239, 2008; in the data active means fold change above about 3.3
APP 5'UTR act: activators of APP 5'UTR luciferase reporter, primary screen, SH-SY5Y cells; AID 1276, 2008; activation, % at 2 µM; SH-SY5Y APP 5'UTR luciferase reporter, luminescence; zero percent = DMSO vehicle wells; 1% of 190,000 active;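 active means activation above a set limit, based on mean plus 3 SD of controls, cut at about 140% in these data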; further: values of inactives mirror those of a sister screen read the other way
FLuc inhib CS: firefly luciferase enzyme inhibitors, primary screen, artefact control for luciferase-based inhibitor screens, biochemical, luminescence, ATPLite; 1.5% of 200,000 active; 10 min; Luciferin 4-monooxygenase (Photinus pyralis), P08659; inhibition, % at 10 µM;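 active means inhibition above about 50% when tested at 10 µM, limit read from the data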
Target sequence (P08659 whole entry, looked up): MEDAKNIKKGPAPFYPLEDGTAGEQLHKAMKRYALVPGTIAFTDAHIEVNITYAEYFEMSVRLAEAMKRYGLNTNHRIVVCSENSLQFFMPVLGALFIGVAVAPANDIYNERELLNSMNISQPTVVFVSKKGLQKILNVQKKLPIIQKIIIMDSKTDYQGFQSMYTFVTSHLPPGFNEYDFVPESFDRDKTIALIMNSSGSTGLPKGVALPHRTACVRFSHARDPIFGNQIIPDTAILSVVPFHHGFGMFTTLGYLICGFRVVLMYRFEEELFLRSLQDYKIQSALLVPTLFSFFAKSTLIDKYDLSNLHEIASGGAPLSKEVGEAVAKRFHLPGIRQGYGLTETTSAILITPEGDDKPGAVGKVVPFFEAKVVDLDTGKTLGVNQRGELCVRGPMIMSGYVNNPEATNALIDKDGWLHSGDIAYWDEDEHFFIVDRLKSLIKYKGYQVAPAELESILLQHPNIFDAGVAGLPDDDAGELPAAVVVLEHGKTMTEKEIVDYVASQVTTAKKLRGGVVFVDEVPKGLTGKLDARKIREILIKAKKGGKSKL
FLuc act counter: FLuc activators, initial screening, artefact control for FLuc-dependent activation tests, biochemical, ATPlite luminescence; ATPlite luciferase biochemical, 10 min; 0 = ATP-free wells, 1 = DMSO control; activation factor at 10 µM; Luciferin 4-monooxygenase (Photinus pyralis), P08659; 200,000 tested, under 10 active;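 active means luciferase activation factor, scaled between plate controls, of at least 2 with compound at 10 µM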
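Assay system – cell-free luciferase reagent · Medium – PBS-based ATP solution · Dosing – test compounds dosed from 2 mM stocks in 100% DMSO · Timing – 10 min, room temperature · Technique – light output (luminescence) · Measure – luminescence gain marking luciferase activators · Controls – No-ATP low control, compound-free enzyme-plus-ATP high control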
bIAP activator: bovine intestinal alkaline phosphatase activators, primary screen, biochemical, bovine IAP, CDP-star luminescence; alkaline phosphatase, intestinal [Bos taurus]; purified bovine IAP, 30 min; hits give high values; fold of DMSO-control signal, blank-subtracted; activation factor at 20 µM; 0.17% of 200,000 active;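 active means activation factor of 2 or more at 20 µM, a signal rise over negative controls twice the positive control's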
PMI act satM6P: human PMI activators, high substrate, primary screen, biochemical, fluorescence intensity, near-saturating mannose 6-phosphate; 0.34% of 190,000 active; activation factor at 20 µM; AID 1216, 2008; coupled PMI enzyme assay, resazurin fluorescence, 20 min; hits give high values; 1 = untreated enzyme, 0 = substrate-free blank;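 active means activation factor of 2 or more at 20 µM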
Target sequence (P34949 whole entry, looked up): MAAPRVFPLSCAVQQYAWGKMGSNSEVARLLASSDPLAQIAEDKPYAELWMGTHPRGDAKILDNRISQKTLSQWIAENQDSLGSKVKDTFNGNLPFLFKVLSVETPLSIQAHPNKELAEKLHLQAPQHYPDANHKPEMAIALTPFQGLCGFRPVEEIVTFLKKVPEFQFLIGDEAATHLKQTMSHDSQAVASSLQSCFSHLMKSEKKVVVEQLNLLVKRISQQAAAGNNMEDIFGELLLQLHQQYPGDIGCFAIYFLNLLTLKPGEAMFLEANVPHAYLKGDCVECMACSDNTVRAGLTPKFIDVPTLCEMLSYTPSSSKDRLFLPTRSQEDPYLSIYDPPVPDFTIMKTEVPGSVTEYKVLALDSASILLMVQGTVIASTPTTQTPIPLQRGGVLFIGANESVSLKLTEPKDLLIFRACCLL
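Test system: Human PMI in coupled enzyme assay | Input: 15 ng/mL PMI | Medium: HEPES-buffered pH 7.4 with magnesium and detergent | Compound: One concentration, 20 µM, in 1% DMSO | Incubation: Enzyme reaction with compound 20 min at room temperature | Detection: Diaphorase-driven resazurin-to-resorufin fluorescence, excitation 544, emission 590 nm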
PMI act: activators of human PMI, primary screen, biochemical, fluorescence intensity, near-Km mannose 6-phosphate; activation factor at 20 µM; purified human PMI, coupled resazurin fluorescence, 20 min; hits give high values; 1 = vehicle control, 0 substrate-free wells; 0.005% of 190,000 active;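 active means activation factor of 2 or more at 20 µM, relative to plate controls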
TNAP inh hi DEA: human TNAP enzyme inhibitors, primary screen, biochemical, luminescent, high phosphate acceptor level, uHTS. purified TNAP, CDP-star luminescence, 1 M DEA. 0.03% of 200,000 active. Alkaline phosphatase, tissue-nonspecific isozyme (Homo sapiens), P05186. inhibition, % at 20 µM;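 active means over 50% inhibition of tissue-nonspecific alkaline phosphatase at 20 µM in the single-dose screen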;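 further: plate controls were DMSO wells for no effect and EDTA-quenched wells as full inhibition for full effect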
* = called active by the depositor; . = not tested or not shown.

SMILES	TNAP inh no acc	TNAP act hiacc	NF-kB expr up	APP 5'UTR act	FLuc inhib CS	FLuc act counter	bIAP activator	PMI act satM6P	PMI act	TNAP inh hi DEA
CC(=O)Nc1ccc(S(=O)(=O)NC(C)C(=O)NC(C)c2ccccc2)cc1 (stereo not drawn)	-14	1	0.9	21	-2	1	1	1	1	-4
C(=C\c1nc(N2CCCC2)c2ccccc2n1)/c1ccccc1	-6	1	1.2	27	6	0.9	1.1	1.1	0.9	-4
COc1cc(C2Sc3ccccc3NC3=C2C(=O)OC3)cc(OC)c1OC (stereo not drawn)	-5	1	1.2	10	-8	1.1	0.9	1	0.9	-3
CCC(c1nnnn1Cc1ccccc1)N1CCN(C(=O)c2ccco2)CC1 (stereo not drawn)	-4	1	0.95	4	1	1	1	0.9	0.9	1
CCOC(=O)/C(=C/c1ccc(OC(=O)c2ccncc2)cc1)C(C)=O	13	1	0.92	-1	-6	1.1	1.1	0.4	0.8	4
COCCSc1ccccc1C(=O)Nc1cc(C)ccn1	-6	1	1.1	7	-3	1	0.9	0.9	0.8	1
Cc1ccc(S(=O)(=O)N2CCC(C(=O)Nc3ccc4c(c3)OCO4)CC2)cc1	-13	1.1	0.91	-6	-3	1	1.1	1.1	1	-6
Cn1ncc(Br)c1C(=O)N1CCOCC1	-4	1	0.98	-2	-5	1	1.2	1	1	-2
O=C(O)C1CCCCC1C(=O)OCCCCOC(=O)C1CCCCC1C(=O)O (stereo not drawn)	-11	1.1	0.96	6	-9	1.1	0.8	1.1	1.1	-6
COc1ccc(-n2ncc3c(=O)n(CC(=O)Nc4ccc(S(=O)(=O)N5CCOCC5)cc4)cnc32)cc1	-3	1	1.2	8	-6	1.1	1.1	1	0.9	-4
CC(C)(C)NS(=O)(=O)c1ccc(NC(=O)c2cc(-c3ccccc3)nc3ccccc23)cc1	-2	1	0.97	-5	-6	1.1	1	0.9	0.9	-1
O=S(=O)(NC1=NCCC1)c1ccc(F)cc1F	-13	1	1.1	-4	-6	1.1	1	1	1.1	-5
Cn1c(=O)c2c(nc(SCCCC#N)n2Cc2c(F)cccc2Cl)n(C)c1=O	-16	1.1	0.56	3	-7	1.1	0.9	1	1	-8
O=C1Nc2ccccc2N=C(c2ccccc2)C1Br (stereo not drawn)	-2	1	0.95	33	-1	1	1	0.7	0.9	-5
CCN(CC)C(=S)Nc1ccc(OC(F)F)cc1	-11	1	1	5	-7	1.1	1	1.1	1.1	-2
COc1ccc(NC(=O)c2ccco2)cc1S(=O)(=O)N1CCOCC1	-9	1	1.2	-41	-5	1.1	1.1	1.1	1.1	-4
COc1cccc(CN(C)C(=O)c2cc(COc3c(F)cccc3F)on2)c1	-6	1.1	1.3	5	-3	1	1.1	0.7	0.8	-6
Cc1nnc2sc(-c3ccco3)nn12	-15	1	1.1	6	-5	1.1	0.9	1	1	-4
CCOC(=O)CCCNC(=O)COC(=O)c1cccc(C)c1O	9	1	1.1	13	-9	1.1	0.9	1	1.1	-1
CC(NC(=O)c1ccc2c(c1)OCO2)C1CCCO1 (stereo not drawn)	-13	1	1.1	-6	-4	1	0.9	1	0.9	-4
COc1ccc(-c2csc(NC(=O)c3cc(-c4cccs4)nc4ccccc34)n2)c(OC)c1	-6	0.9	1	-8	-1	1	1	0.9	0.9	6
OCCN1CCN(c2nc(NCc3ccco3)c3ccccc3n2)CC1	2	0.9	1.4	20	-5	1	1	1.1	1	5
CC(C)c1ccc(/C=N/Nc2ccc(C(=O)O)cc2)cc1	-8	1	1.1	15	49	0.5	1	2.5*	1.8	1
COC(=O)C1C2CCC(C2)C1C(=O)OCC(=O)c1ccc(C)cc1 (stereo not drawn)	-8	1	1.3	11	2	1	0.9	1	1	1
CC(=NC1CCCCC1)C1=C(O)c2ccccc2C1=O	-5	1	.	132	58*	0.4	1	0.7	0.9	2

Next section
SMILES	TNAP inh no acc	TNAP act hiacc	NF-kB expr up	APP 5'UTR act	FLuc inhib CS	FLuc act counter	bIAP activator	PMI act satM6P	PMI act	TNAP inh hi DEA
Cc1cc(C)nc(/N=C2\NC(=O)CC(C(=O)O)N2c2ccc(F)c(Cl)c2)n1 (stereo not drawn)	-13	1	1.1	12	-5	1	1.2	1.1	1.1	-2
CC(=O)c1cccc(NC(=O)C(OC(=O)c2cccc(S(=O)(=O)N(C)c3ccccc3)c2)c2ccccc2)c1 (stereo not drawn)	10	1	0.95	-3	-8	1.1	1	1	0.9	-3
COc1ccccc1N=Nc1nc(-c2ccccc2)c(-c2ccccc2)[nH]1	24	0.6	1.6	-4	5	0.9	0.9	1	0.9	43
COc1cc2c(cc1NC(=O)COC(=O)Cn1cnc3ccccc31)oc1ccccc12	-9	1	1.8	52	-3	1	1	0.9	0.9	-3
O=C(NC1CC(=O)c2sccc21)c1cccc(C(F)(F)F)c1 (stereo not drawn)	-10	1	1.1	-7	-4	1	1.1	1.1	1	-4
CCCn1nnc(NC(=O)c2ccc(-c3ccccc3)cc2)n1	-12	1	2.5	85	29	0.7	0.8	1	1	-5
O=C(Nc1c(C(=O)Nc2ccc3c(c2)OCCO3)cnn1-c1ccccc1Cl)c1ccco1	-11	1	0.7	57	2	1	1	1	0.9	-2
COC(=O)c1ccc(NC(=S)N2CCN(Cc3ccccc3OC)CC2)cc1	-10	1.1	0.88	-20	-5	1.1	1	1	0.8	-7
COc1ccc(CNc2oc(Cc3cccc4ccccc34)nc2C#N)cc1	-15	1.1	0.51	1	-4	1	0.7	0.9	0.9	-7
O=C(O)C1CC(=O)N(c2ccc(F)cc2)C1 (stereo not drawn)	-6	1.1	1.9	1	-10	1.1	0.9	1	1	-9
COC(=O)COc1cccc2c(=O)n(CC(=O)N3CCCc4ccccc43)ccc12	-12	1	1.1	3	-6	1.1	0.9	0.9	0.8	-4
COC(=O)C1OC2(OC1C(=O)OC)c1ccccc1-c1ccccc12 (stereo not drawn)	-13	1.1	1.1	-11	-4	1	1.1	0.9	0.9	-8
COc1ccc2c(Cl)c(-c3nnc4n3CCCCC4)sc2c1	-11	1	1.5	2	1	1	1.1	1	1.1	-1
Nc1cc(=O)[nH]c(SC/C=C/c2ccccc2)n1	-5	1	1.1	18	7	0.9	1	1.1	1.1	1
CN(C)/C=C/C(=O)c1ccc(S(=O)c2ccccc2)cc1 (stereo not drawn)	1	1	1.2	10	-6	1.1	1	0.9	1	0
CCOC(=O)Cc1csc(NC(=O)NC2(C(F)(F)F)Oc3ccc(Cl)cc3O2)n1 (stereo not drawn)	10	1	2.6	-31	-7	1.1	1	0.5	0.5	1
O=C(Oc1ccc(-c2ccccc2)cc1)N1CCCCC1	-12	1	7*	5	7	0.9	1	0.9	0.8	-3
CC(C)C[C@H](NC(=O)NCCc1ccc(Cl)cc1)C(=O)O	-12	1.1	0.9	-16	-4	1	0.9	1.1	1.1	-6
CCCCN(C)S(=O)(=O)c1ccc(C(=O)Nc2nnc(-c3ccco3)o2)cc1	-51	1	0.61	11	0	1	0.8	1.1	1.1	1
CCn1c(C)[n+](Cc2ccccc2)c2ccc(C(=O)OC)cc21	-1	1	1	9	-1	1	0.9	0.9	0.8	-1
CC1(C)CC2(CC(c3ccccc3)Oc3cc(O)ccc32)NC(=S)N1 (stereo not drawn)	9	1	0.95	-2	3	1	1	1	0.9	4
COc1ccc(CC(=O)Nc2ccc(-c3cn4ccccc4n3)cc2)cc1	-2	1	1.5	-58	36	0.6	0.9	1	0.9	1
CN1CCN(CC(=O)N(C)c2nc(-c3ccccc3)cs2)CC1	2	1.1	1.4	106	7	0.9	1.2	1.1	1.2	-5
NC(=O)CCC(=O)N1CCCC(C(=O)c2ccc3c4c(cccc24)CC3)C1 (stereo not drawn)	-10	1	1.2	9	-6	1.1	1	.	.	-3
Cc1cc(N2C(=O)C3C4C=CC(C4)C3C2=O)ccc1Br (stereo not drawn)	-15	1	1.1	-6	-4	1	0.9	0.9	0.9	-4

(continued)
SMILES	TNAP inh no acc	TNAP act hiacc	NF-kB expr up	APP 5'UTR act	FLuc inhib CS	FLuc act counter	bIAP activator	PMI act satM6P	PMI act	TNAP inh hi DEA
N#Cc1ccccc1CSc1nnc(Cc2ccccc2)o1	-5	1	1.3	30	-4	1	1	0.9	0.9	-1
O=C(Nc1cccnc1)C1COc2ccccc2O1 (stereo not drawn)	-9	1	1	-5	-3	1	1	1	0.9	-4
CC1(C)C2CCC1(CS(=O)(=O)NC1CCCC1)C(=O)C2 (stereo not drawn)	-11	1	1.1	3	-7	1.1	0.9	1.1	1.1	-2
CC(=O)c1cccc(NC(=O)c2ccc(C)o2)c1	-7	1	1.3	16	15	0.8	1	1.1	1.2	-2
Cc1ccc(NC(=O)c2sc(Cl)nc2-c2ccccc2)cc1	-2	1	1.6	-23	-6	1.1	0.8	1	1	-3
Cc1ccccc1C(=O)NC(NC(=S)Nc1ccc(S(N)(=O)=O)cc1)C(Cl)(Cl)Cl (stereo not drawn)	47	1	1	-12	-5	1	1.8	0.9	1	-1
CC(C)CC(NS(=O)(=O)c1ccccc1)C(=O)O (stereo not drawn)	-12	1.1	1.1	7	-6	1.1	0.9	0.9	0.9	-6
COc1cc2c(cc1[N+](=O)[O-])n(C(C)C)c(=O)n2C(C)C	-3	1	1	9	-3	1	1.1	0.9	0.9	-1
Cc1cc(C)n(Cc2ccc(Cl)nc2)n1	-12	1	1.1	-10	-10	1.1	1.1	1.1	1.1	-4
O=C(c1ccc(CSc2nc3ccncc3[nH]2)cc1)N1CCN(c2cccc(Cl)c2)CC1	-6	1	0.47	3	1	1	0.9	1	1	-2

From PubChem

Not a hit list (roughly 3.6% active in at least one column).
